TLR9-MyD88 block = inhibitors of human TLR9-MyD88 binding; 340,000 compounds, 0.21% hits; inhibition, % at 4.98 µM; CHO BLA complementation TLR9-MyD88, CCF4 FRET ratio; AID 504734; Q9NR96+Q99836;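 active means inhibition above the mean over all tested compounds plus 3 SD, cut at about 21% in these data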;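 further: 0% = DMSO only wells and 100% = clavulanate BLA inhibitor control wells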
MC4R antagonist = blocks human MC4R cAMP signaling; MC4R-expressing cells, MTII-stimulated cAMP, LANCE TR-FRET; inhibition, % at 6.5 µM; P32245; 360,000 compounds, 0.48% hits; AID 540295;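 active means inhibition above its plate's cutoff, the mean of tested wells on that plate plus 3 SD, cut at about 29% in these data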;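 further: 0% = Melanotan II alone and 100% = Melanotan II plus saturating MCL0020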
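System: U2OS-MC4R stable cell line; Technique: Eu-cAMP/anti-cAMP TR-FRET, emission 671 nm; Repeats: single well per compound; Also added: Melanotan II; Dosing: one concentration, 6.5 µM nominal; Schedule: 30-min compound, 1-h challenge, 1-h detection, room temperature.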
LMP1 NFkB inh = Epstein-Barr LMP1 NF-kappaB reporter inhibition | LMP1-induced NF-kappaB luciferase reporter cells, luminescence | AID 504558 | 350,000 compounds, 0.69% hits | inhibition, % at 12.5 µM; in the data active means inhibition above about 41%;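 further: 0% = neutral control wells and 100% = reference inhibitor control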
NCOA3 inh = inhibitors of human steroid receptor coactivator 3 (SRC3); Q9Y6Q9; HEK293 GAL4-SRC3 luciferase reporter, luminescence; inhibition, % at 3.6 µM; 360,000 compounds, 0.17% hits; AID 588352;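 active means inhibition above a per-campaign cutoff, the mean of all compounds plus 3 SD, cut at about 60% in these data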;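 further: 0% = DMSO-treated cells and 100% = gossypol-treated cells at 36 µM; higher means less SRC3-driven luciferase light from the GAL4 reporter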
NOD2 RIPK2 PPI = NOD2-RIPK2 protein interaction inhibition; CHO BLA complementation NOD2-RIPK2, CCF4 ratio; inhibition, % at 4.98 µM; 360,000 compounds, 0.38% hits; AID 624267; in the data active means inhibition above about 21%;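 further: 0% = vehicle only and 100% = reference blocker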
Target sequence (O43353 whole entry, looked up): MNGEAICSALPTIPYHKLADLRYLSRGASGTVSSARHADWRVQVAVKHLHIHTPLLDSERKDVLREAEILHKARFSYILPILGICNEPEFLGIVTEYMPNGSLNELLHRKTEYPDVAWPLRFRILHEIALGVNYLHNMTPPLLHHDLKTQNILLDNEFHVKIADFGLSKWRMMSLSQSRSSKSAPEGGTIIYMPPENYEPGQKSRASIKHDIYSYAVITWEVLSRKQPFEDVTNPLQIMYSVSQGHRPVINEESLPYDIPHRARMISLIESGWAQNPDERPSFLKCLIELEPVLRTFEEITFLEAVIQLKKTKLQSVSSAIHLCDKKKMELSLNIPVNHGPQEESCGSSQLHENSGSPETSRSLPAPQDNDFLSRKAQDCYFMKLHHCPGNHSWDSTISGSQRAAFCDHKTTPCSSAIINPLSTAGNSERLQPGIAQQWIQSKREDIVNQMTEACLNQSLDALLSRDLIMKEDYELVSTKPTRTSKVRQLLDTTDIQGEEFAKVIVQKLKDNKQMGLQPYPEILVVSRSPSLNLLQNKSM
COUP-TFII inh = blocks human COUP-TFII nuclear receptor; 370,000 compounds, 0.7% hits; AID 686940; inhibition, % at 8.6 µM; P24468; HEK293T NGFI-A luciferase reporter, luminescence;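 active means inhibition above a per-plate cutoff, mean inhibition of test wells between control levels plus 3 SD, cut at about 38% in these data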;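 further: cells cotransfected with COUP-TFII expression vector driving the NGFI-A reporter; 0% = median of COUP-TF2 test wells and 100% = reporter-only cells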
MC4R barr agon = activates human MC4R beta-arrestin recruitment. U2OS MC4R beta-arrestin complementation, luminescence; percent of melanotan II response, DMSO zero. activation, % at 8.9 µM. 360,000 compounds, 0.98% hits. AID 540308;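 active means activation above a per-plate cutoff, the mean activation of sample wells on that plate plus 3 SD, cut at about 8% in these data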
ABHD5 PLIN5 PPI = blocks binding of human ABHD5 to perilipin-5 | Q00G26+Q8WTS1 | Split G. princeps luciferase complementation, luminescence, 4 h | inhibition, % at 4 µM | 360,000 compounds, 0.78% hits;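 active means inhibition above the mean inhibition across every tested compound plus 3 SD, cut at about 22% in these data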;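 further: 0% = DMSO only wells and the 100% control is not disclosed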
SRC1 inh = inhibits human SRC1 coactivator; Q15788; HEK293 GAL4-SRC1 luciferase reporter, luminescence; inhibition, % at 3.6 µM; 360,000 compounds, 0.12% hits; AID 588354;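 active means inhibition above the campaign mean plus 3 SD, with each screening campaign given its own cutoff, cut at about 60% in these data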;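 further: 0% = DMSO treated cells and 100% = gossypol at 36 µM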
NR5A2 inv ag = suppresses constitutive activity of human LRH-1. AID 602396. inhibition, % at 3.6 µM. O00482. HEK293T StAR-luciferase reporter, LRH-1 transfected, 24 h. 360,000 compounds, 0.13% hits;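 active means inhibition above the mean inhibition of all tested compounds plus 3 SD, cut at about 73% in these data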;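 further: 0% = DMSO wells and 100% = reporter-only cells lacking LRH-1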
Target sequence (O00482 whole entry, looked up): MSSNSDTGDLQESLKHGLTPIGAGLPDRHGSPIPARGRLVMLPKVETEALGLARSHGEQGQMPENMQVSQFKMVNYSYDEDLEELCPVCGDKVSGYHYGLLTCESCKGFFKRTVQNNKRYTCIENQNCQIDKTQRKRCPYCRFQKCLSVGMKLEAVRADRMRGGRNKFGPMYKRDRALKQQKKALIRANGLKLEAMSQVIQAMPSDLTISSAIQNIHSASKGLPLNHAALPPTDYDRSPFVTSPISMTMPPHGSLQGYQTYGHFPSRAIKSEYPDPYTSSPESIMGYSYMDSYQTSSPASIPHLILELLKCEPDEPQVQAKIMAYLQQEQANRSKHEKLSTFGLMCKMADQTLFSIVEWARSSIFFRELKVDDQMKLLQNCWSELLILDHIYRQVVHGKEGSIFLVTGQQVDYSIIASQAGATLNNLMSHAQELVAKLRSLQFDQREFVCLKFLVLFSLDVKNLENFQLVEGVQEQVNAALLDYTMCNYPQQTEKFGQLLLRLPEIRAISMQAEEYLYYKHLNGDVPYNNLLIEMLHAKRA
NCOA2 inhibitor = inhibits human steroid receptor coactivator 2. inhibition, % at 9 µM. AID 651957. HEK293 GAL4-SRC2 luciferase reporter, luminescence. 370,000 compounds, 0.17% hits. Q15596;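 active means inhibition above the mean inhibition of all tested compounds plus 3 SD, set per campaign, cut at about 52% in these data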;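 further: 0% = DMSO treated cells and 100% = cells given Gossypol at 36 µM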
* = called active by the depositor; / = not tested or not shown. A portion of the library; rates above refer to the full screens.

SMILES | TLR9-MyD88 block | MC4R antagonist | LMP1 NFkB inh | NCOA3 inh | NOD2 RIPK2 PPI | COUP-TFII inh | MC4R barr agon | ABHD5 PLIN5 PPI | SRC1 inh | NR5A2 inv ag | NCOA2 inhibitor
Cc1cc(=O)c2c(C)nn(-c3ccccc3)c2[nH]1 | -2.9 | 2.2 | -8.3 | 0.6 | -0.7 | -8.8 | -1.6 | -0.7 | -22.2 | -0.5 | -1.9
COc1ccc(NC(=O)CSCC(=O)Nc2ccc(S(=O)(=O)N3CCCCC3)cc2)cc1 | -6.0 | -0.8 | -5.2 | -3.1 | 3.1 | -2.8 | -1.6 | 7.7 | -14.0 | 4.4 | -19.5
COCC(=O)N(C)CC1CCCN(CCc2ccccc2OC)C1 (stereo not given) | -6.1 | -3.2 | -16.0 | -8.9 | -4.5 | -24.1 | -0.2 | 2.7 | 10.0 | 15.7 | 12.4
Cn1nnnc1SCC(=O)NC1CCCCC1 | -5.9 | -1.1 | -4.9 | 2.7 | -4.3 | -4.7 | -1.5 | -8.8 | -53.4 | -2.3 | -18.8
Cn1c(=O)c(N)c2c3c(c(Br)ccc31)C(=O)c1ccccc1-2 | -0.7 | -15.8 | -20.9 | -3.9 | 8.7 | -2.8 | -1.6 | 7.1 | 9.9 | 2.8 | -25.9
CCN(C(=O)CN(C)Cc1cccc(Cl)c1Cl)c1c(N)n(Cc2ccccc2)c(=O)[nH]c1=O | -4.0 | -0.3 | -2.1 | -0.8 | -8.2 | 10.6 | -0.2 | 2.0 | -6.2 | -0.1 | -24.9
COc1ccc(NC(=O)N2CCN(C(=O)C3CCCO3)CC2)cc1 (stereo not given) | -8.6 | 5.7 | -3.5 | 0.5 | -6.5 | 6.7 | -4.9 | 2.4 | -0.9 | -8.1 | -24.4
Cc1cc2[nH]c(=S)[nH]c2cc1C | -6.7 | -5.2 | -5.5 | -1.5 | -2.0 | 7.6 | 2.1 | 6.4 | -5.5 | -4.9 | 11.4
COc1cc(NC(=O)c2ccc3c(SCC(=O)O)c4c(nc3c2)CCCC4)cc(OC)c1OC | 5.8 | -5.1 | 9.2 | 3.6 | -4.3 | -0.2 | -2.9 | 3.7 | 6.2 | -22.6 | -1.1
CCc1nc2cc(NC(=O)C3(C)CCCN(C(C)C)C3)ccc2o1 (stereo not given) | / | 11.9 | / | 8.7 | 6.0 | -24.7 | 0.7 | -3.1 | -5.0 | 13.2 | 8.7
COc1ccccc1N1CCN(C(=O)c2cccc(N3C(=O)C4C5C=CC(C5)C4C3=O)c2)CC1 (stereo not given) | -7.5 | 9.4 | 2.4 | -14.3 | -10.3 | -1.3 | -0.1 | 0.4 | 8.7 | -7.0 | 1.1
Cc1noc(C)c1C(=O)Nc1sc(C)c(C)c1C#N | 1.5 | 2.0 | 1.8 | 3.7 | -16.4 | 9.4 | 0.0 | -1.0 | 8.7 | 35.5 | -4.4
Cn1c(=O)[nH]c2ncn(C)c2c1=O | -4.6 | 5.7 | 3.2 | -14.9 | -5.3 | -3.9 | -0.8 | 8.3 | 6.7 | -30.7 | 2.3
CCOc1nc(-c2ccccc2Cl)ccc1C#N | 1.3 | 5.5 | 1.6 | -5.5 | -0.1 | 5.7 | 2.3 | 2.3 | 6.8 | 19.6 | -8.9
Cc1ccc2cc(CN(Cc3ccco3)C(=O)NCc3ccccc3)c(=O)[nH]c2c1C | 4.2 | 2.4 | 1.4 | -18.3 | 8.3 | 7.1 | -0.3 | 5.6 | -37.8 | -13.2 | -11.0
CCCCOC(=O)n1c(=O)oc2ccccc21 | 10.0 | -1.9 | 2.9 | -17.6 | 0.5 | -18.4 | 2.1 | 11.6 | -33.2 | -52.6 | -38.0
Cn1cc(S(=O)(=O)NCc2ccc3c(c2)OCO3)c(C(F)(F)F)n1 | -1.9 | -0.5 | -4.6 | -1.4 | 2.7 | 9.4 | -4.0 | 2.7 | -3.9 | 6.5 | -14.1
CSc1nc2c(c(=O)[nH]1)C(c1ccccc1)C1=C(CC(C)(C)CC1=O)N2 (stereo not given) | / | 6.4 | -9.4 | 18.2 | -10.0 | -8.2 | -2.6 | -3.4 | 1.4 | -5.6 | -0.2
O=C1c2ccccc2C(=O)N1CCSc1nnc(-c2ccco2)n1Cc1ccccc1 | 8.1 | 4.8 | -10.3 | -14.0 | -2.2 | -0.6 | -1.1 | 1.3 | 4.6 | -2.4 | 29.5
CCCCN(C(=O)CCC(=O)Nc1cc(C)on1)C(C(=O)NC(C)(C)CC)c1cccc(OC)c1OC (stereo not given) | 6.5 | 8.7 | 4.0 | 7.2 | -13.4 | 4.7 | -0.5 | 4.5 | 9.1 | 14.9 | -1.9
COc1cc(C)nc(NCc2ccccc2)n1 | -10.4 | -7.5 | -2.4 | -3.2 | -4.8 | -4.2 | -0.7 | -3.7 | 3.3 | -12.7 | -21.2
CCC(C)Nc1nc(N)c([N+](=O)[O-])c(NCc2ccccc2)n1 (stereo not given) | 2.8 | -11.0 | -11.0 | -1.0 | -0.7 | -5.1 | 0.0 | 2.6 | -6.4 | -25.5 | -26.0
Cc1cc(SCC(=O)N2CCCC2)nc2ccccc12 | -12.1 | 20.2 | -1.0 | -4.2 | 7.0 | -14.2 | -1.6 | 4.2 | 5.0 | -12.3 | -9.9
COc1ccc(/C=N/OCc2nc3c4c(ncn3n2)Oc2ccc3ccccc3c2C4c2ccccc2)cc1 (stereo not given) | 11.3 | -2.2 | -14.9 | 13.6 | 4.8 | 7.8 | -1.9 | -2.7 | -23.6 | 7.1 | 1.9
CN(C)c1ccc(C(O)Cc2nc3ccccc3n2C)cc1 (stereo not given) | -5.3 | -1.0 | 11.3 | 7.0 | -2.1 | 19.4 | -1.7 | 0.9 | -10.5 | -19.3 | -24.9
CCC(CC)C(=O)NCCc1cc2cc(C)c(C)cc2[nH]c1=O | -6.3 | -3.2 | -6.0 | -10.2 | 11.2 | -9.1 | -1.6 | -2.4 | -6.3 | 2.2 | 10.6
Cc1cc(C)c(C2C(C#N)=C(N)Oc3n[nH]c(C)c32)cc1CN1CCCC1 (stereo not given) | -2.8 | 14.5 | 2.3 | 0.0 | -4.8 | -19.3 | -1.9 | -1.2 | -14.8 | -16.1 | 21.4
COCCn1cc(C(=O)NCCCN2CCC(C)CC2)c2c3ccccc3n(C)c2c1=O | -4.7 | -1.1 | -20.9 | 8.8 | -11.1 | -14.9 | -0.9 | -2.8 | -5.3 | -24.4 | -14.7
CCOC(=O)N1CCN(C(=O)c2ccc(Cl)c(S(=O)(=O)N3CCCC3)c2)CC1 | 0.4 | -1.2 | -0.2 | 20.2 | -3.5 | -2.0 | 2.3 | 1.0 | -15.8 | 7.1 | -13.0
CCCC/C(O)=C1\C(=O)CC(C)(C)CC1=Nc1ccc(OC)cc1 | 2.4 | -6.8 | 0.8 | 3.5 | -4.5 | -17.6 | 1.8 | -8.2 | 0.8 | -8.2 | 14.2
O=C(COc1ccccc1F)NCc1nc2ccccc2[nH]1 | 3.3 | 7.5 | -1.6 | 4.3 | -3.4 | 2.5 | -2.1 | 0.6 | -9.0 | 6.0 | -6.5
O=c1[nH]c2ccsc2c(=O)n1-c1ccc(F)c(Cl)c1 | 0.9 | 6.2 | -5.8 | 15.0 | 6.0 | -6.9 | -3.8 | 0.8 | 7.1 | -26.7 | 2.0
CCN(CC)S(=O)(=O)c1ccc(OC)c(NC(=O)c2ccc(OC)c([N+](=O)[O-])c2)c1 | 4.0 | 21.5 | 9.8 | 1.8 | -0.1 | 9.5 | 0.0 | -0.8 | 2.0 | 1.0 | 0.3
O=C(Nc1ccccc1N1CCCC1)c1cccc(S(=O)(=O)N2CCOCC2)c1 | 3.3 | 7.7 | 0.8 | 1.9 | -4.5 | -5.6 | -3.3 | -3.7 | -1.0 | 14.7 | -10.2
CCOC(=O)CN1C(=O)C(=O)N(Cc2c(Cl)cccc2Cl)C1=O | 0.5 | -0.6 | 2.4 | -2.2 | -18.0 | -3.2 | -0.5 | -1.4 | 5.2 | 16.3 | 1.1
Cn1c2ccc(F)cc2c2ncn(Cc3ccccn3)c(=O)c21 | 1.1 | 6.4 | -2.0 | 18.5 | -5.7 | -9.0 | 2.0 | -2.9 | 7.2 | -15.3 | 11.1
Cc1cc(S(=O)(=O)Nc2ccc(F)cc2)c(C)s1 | -2.1 | -2.4 | -1.8 | 11.1 | 5.5 | -2.3 | 5.8 | 2.0 | 3.8 | -7.3 | -20.4
Cc1cccc(NC(=O)COc2ccc3oc4c(c3c2)CCCC4)n1 | 0.6 | 3.9 | -5.7 | 0.4 | -7.4 | -17.7 | 0.8 | 1.2 | -7.7 | -18.1 | -21.8
O=C(CCl)Nc1cn(-c2ccccc2)nc1-c1ccc(F)cc1 | 0.1 | 14.8 | -11.3 | -2.8 | -2.5 | -23.6 | -0.4 | -1.1 | -17.9 | 9.1 | 33.4
COc1cccc(CNC(=O)CCS(=O)(=O)c2ccccc2Cl)c1 | 0.5 | 11.3 | -3.1 | -9.3 | -0.8 | 10.7 | -1.9 | 3.9 | -50.1 | -12.5 | -3.3
COc1cccc(-c2nn(C)c3sc(C(=O)NCc4ccccn4)cc23)c1 | -3.3 | 3.7 | 1.7 | 17.4 | 1.6 | -2.7 | -0.6 | 7.3 | 11.4 | 19.9 | -1.1
O=C(Nc1nc2n(n1)C(c1ccccc1)C=C(c1ccccc1)N2)c1ccco1 (stereo not given) | -4.5 | -1.7 | -2.5 | -7.5 | -0.6 | 7.6 | -1.5 | 14.6 | -12.8 | -5.0 | -12.9
O=C(CN1CCN(S(=O)(=O)c2ccc(Cl)cc2)CC1)Nc1ccc(F)cc1F | 1.1 | 18.6 | -5.0 | 7.7 | -0.7 | / | 2.6 | -1.3 | -42.8 | -18.4 | /
CCN(CC)C(=O)N1CCC(NC(=O)c2ccc(C(C)(C)C)cc2)CC1 | -4.6 | 7.8 | -3.9 | 5.1 | 3.0 | 10.0 | 0.1 | -5.0 | 4.0 | 0.0 | -18.6
Cn1ccnc1C(=O)c1cccc(Br)c1 | 0.8 | 4.8 | -5.2 | -7.6 | 4.2 | -15.1 | -1.0 | -0.6 | -9.7 | -15.6 | -1.9
